# Screens from PubChem BioAssay.
# A3A deaminase – inhibitors of human APOBEC3A DNA deaminase; P31941; recombinant A3A, FAM/TAMRA ssDNA deamination fluorescence; inhibition, % at 20 µM; 330,000 compounds, 0.41% hits; AID 493011;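 active means at least 40% inhibition at 20 µM here, with at most 30% in a related deaminase screen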;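 further: plate controls were A3A with DMSO for no effect and wells lacking A3A enzyme for full effect; some results filed as inactive read as strong as hits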
# Target sequence (P31941 whole entry, looked up): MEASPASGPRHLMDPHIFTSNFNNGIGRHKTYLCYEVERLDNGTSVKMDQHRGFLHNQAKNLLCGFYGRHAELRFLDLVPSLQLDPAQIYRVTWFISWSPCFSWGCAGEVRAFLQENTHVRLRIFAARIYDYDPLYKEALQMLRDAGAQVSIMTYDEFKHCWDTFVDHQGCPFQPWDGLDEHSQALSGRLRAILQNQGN
# mIAP inh – blocks mouse intestinal alkaline phosphatase | purified mouse IAP, CDP-Star luminescence, 30 min | inhibition, % at 10 µM | 330,000 compounds, 0.2% hits;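 active means inhibition of at least 40% at 10 µM in the primary screen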;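 further: plate controls were DMSO with enzyme for no effect and no enzyme wells for full effect; values of inactives mirror those of a sister screen read the other way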
# HKDC1 inhibitor – HKDC1 (human) hexokinase inhibition; recombinant HKDC1, G6PDH/diaphorase resazurin coupled fluorescence; inhibition, % at 20 µM; 340,000 compounds, 0.16% hits; AID 493160;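 active means inhibition above about 35% when tested at 20 µM, limit read from the data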;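 further: plate controls were DMSO wells with enzyme for no effect and DMSO wells lacking enzyme for full effect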
#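 test system = in-house recombinant HK5 (HKDC1) enzyme | amount = HKDC1 at 5 µg/mL | control set = DMSO-enzyme wells negative, buffer-substituted wells positive | compound = one dose of 20 µM, 1% DMSO | schedule = reaction time 90 min, room temperature, protected from light | technique = resorufin fluorescence at 613 nm | reagent = glucose with 1 mM ATP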
# ATG4B inh – inhibitors of human ATG4B cysteine protease; Q9Y4P1; ATG4B cleavage of LC3-PLA2, NBD-HPC fluorescence, 1 h; inhibition, % at 8.33 µM; 340,000 compounds, 0.51% hits; AID 504462; in the data active means inhibition above about 40%
# Target sequence (Q9Y4P1 whole entry, looked up): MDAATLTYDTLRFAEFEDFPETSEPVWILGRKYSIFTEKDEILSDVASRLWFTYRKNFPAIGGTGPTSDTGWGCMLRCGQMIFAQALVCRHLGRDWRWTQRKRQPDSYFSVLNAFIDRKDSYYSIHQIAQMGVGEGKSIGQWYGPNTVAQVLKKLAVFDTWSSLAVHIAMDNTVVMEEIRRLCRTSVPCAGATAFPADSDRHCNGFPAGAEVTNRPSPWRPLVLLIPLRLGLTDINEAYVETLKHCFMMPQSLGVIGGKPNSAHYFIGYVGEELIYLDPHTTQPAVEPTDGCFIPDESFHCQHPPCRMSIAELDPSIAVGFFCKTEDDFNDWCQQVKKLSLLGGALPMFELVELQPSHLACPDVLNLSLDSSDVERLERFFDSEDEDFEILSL
# PfG6PD inh – PfG6PD (Plasmodium falciparum) enzyme inhibition; PfGluPho enzyme, NADPH resazurin-diaphorase fluorescence; inhibition, % at 20 µM; 350,000 compounds, 0.78% hits; AID 504690;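 active means inhibition reaching at least a set limit at 20 µM in the primary screen, cut at about 59% in these data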;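 further: 0% = DMSO wells with substrate and 100% = DMSO wells lacking glucose-6-phosphate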
# hIAP activ – increases human intestinal alkaline phosphatase activity. P09923. purified human IAP, CDP-Star luminescence, 30 min; stronger effect = higher value; 1 = vehicle-only enzyme, 0 = enzyme-free background. activation factor at 10 µM. 330,000 compounds, 0.16% hits;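 active means activation factor of the enzyme at least 2-fold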; further: the source names both 10 and 20 µM as test concentration; values of inactives mirror those of a sister screen read the other way
# mIAP activ – increases mouse intestinal alkaline phosphatase activity. muIAP, CDP-Star luminescence, 30 min; stronger effect = higher value; 1 = vehicle-only enzyme signal, 0 = enzyme-free wells. activation factor at 10 µM. 330,000 compounds, 0.24% hits. AID 2805;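 active means activation factor of at least 2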; further: the source names both 10 and 20 µM as test concentration; values of inactives mirror those of a sister screen read the other way
#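 Assay system: mouse IAP enzyme / Compound: DMSO-dissolved test compounds / Timing: 30 min, room temperature / Measured by: luminescence from enzymatic CDP-Star hydrolysis / Control set: DMSO-only wells, enzyme-free buffer wells as negative control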
# hIAP inh – human IAP inhibition. 330,000 compounds, 0.12% hits. AID 2544. purified IAP, CDP-Star luminescence, 30 min. inhibition, % at 10 µM. P09923;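 active means inhibition reaching a set limit with compound at 10 µM in the primary screen, cut at about 35% in these data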;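 further: plate controls were DMSO wells with enzyme for no effect and no-enzyme buffer wells for full effect; values of inactives mirror those of a sister screen read the other way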
# * = called active by the depositor.
nr	A3A deaminase	mIAP inh	HKDC1 inhibitor	ATG4B inh	PfG6PD inh	hIAP activ	mIAP activ	structure	hIAP inh
1	7	11	-4	4	-11	1.1	0.89	O=C(Nc1cc(Br)ccc1O)c1cc(-c2ccccc2)on1	-6
2	-3	13	13	-1	7	0.96	0.87	COc1ccc(C(c2c(O)ccc3ccccc23)N2CCOCC2)c(OC)c1 (configuration not stated)	4
3	9	2	-6	-3	-8	0.9	0.98	O=C(Nc1ccccc1[N+](=O)[O-])c1cccnc1Cl	10
4	-2	17	0	-9	20	1.2	0.83	O=C(NC(=S)Nc1ccc2nc[nH]c2c1)c1ccccc1	-23
5	0	-18	-8	-2	17	1.4	1.2	COc1ccccc1CN1CCC(n2nccc2NC(=O)CCOc2ccccc2)CC1	-36
6	1	-1	2	16	-13	1.1	1	Cc1cc(C(=O)CN2C(=O)NC3(CCCc4sccc43)C2=O)c(C)n1-c1ccccc1 (configuration not stated)	-10
7	0	0	-2	-6	-9	1.2	1	O=C(c1ccccc1CCc1ccccc1)N1CCOCC1	-23
8	1	-12	-1	10	-21	0.87	1.1	C=CCN(C(=O)CNC(=O)c1cccs1)C(C(=O)NC(C)(C)C)c1ccccc1 (configuration not stated)	13
9	-3	5	4	15	5	1.2	0.95	Clc1ccccc1Nc1nc(-c2ccncc2)nc2ccccc12	-20
10	-1	12	-4	-2	16	0.91	0.88	Cn1c(=O)c([N+](=O)[O-])c(N2CCN(Cc3ccc4c(c3)OCO4)CC2)c2ccccc21	9
11	-4	6	-5	-3	-6	1.2	0.94	CCCOc1ccc(-c2c(C(=O)N/N=C/C3CC=CCC3)nnn2-c2nonc2N)cc1 (configuration not stated)	-21
12	-1	14	0	-8	-1	1	0.86	NS(=O)(=O)c1ccc(CCNC(=O)COC(=O)Cc2ccc([N+](=O)[O-])cc2)cc1	-4
13	-3	8	-12	-4	5	1	0.92	COc1ccc(NC(=O)C/C(C)=N/NC(=O)c2ccco2)c([N+](=O)[O-])c1	0
14	-4	2	0	-4	-11	0.88	0.98	COc1cccc(C(C[N+](=O)[O-])c2c(C)[nH]n(-c3ccccc3)c2=O)c1 (configuration not stated)	12
15	-4	11	-12	-5	-21	1.1	0.89	CCOC(=O)c1c(NC(=O)c2ccc(S(=O)(=O)N3CCOCC3)cc2)sc2c1CCN(C(C)C)C2	-10
16	3	7	-2	-6	27	1.1	0.93	CC(/C=N/NC(=O)Cn1cnc2c1c(=O)n(C)c(=O)n2C)=C\c1ccco1	-10
17	2	5	10	-5	-9	0.95	0.95	CN(C)c1cccc2c(S(=O)(=O)Nc3ccccn3)cccc12	5
18	1	0	0	7	-2	1.3	0.99	C[C@H](CO)N1C[C@H](C)[C@@H](CN(C)S(=O)(=O)c2cn(C)cn2)Oc2ccc(NS(=O)(=O)c3ccccc3)cc2C1=O	-28
19	-2	12	-6	10	-13	0.61	0.89	O=C(O)c1ccccc1C(=O)Nc1cc(-c2ccccc2)[nH]n1	39*
20	2	-7	5	3	-14	0.89	1.1	CC1CN(C(=O)COC(=O)c2cc(=O)c3ccccc3o2)CC(C)O1 (configuration not stated)	11
21	-2	4	-5	-8	9	0.76	0.96	COC(=O)CCCCCCCC(=O)Nc1nnc(C(F)(F)F)s1	24
22	2	4	-6	-13	-8	0.92	0.96	CCOC(=O)Nc1ccc2c(COC(=O)c3ccccc3O)cc(=O)oc2c1	8
23	2	-10	-2	-5	-7	1.1	1.1	COc1ccc(/C=C2/NC(=O)CNC2=O)cc1	-9
24	-4	-7	-6	-6	7	1.1	1.1	O=C(CCCc1nc2ccccc2s1)Nc1ccc(N2CCOCC2)cc1	-8
25	-3	0	4	-11	12	1.1	1	O=C(CN1CCN(c2ccccn2)CC1)Nc1ccc(OCc2ccccc2)cc1	-14
26	-1	4	-7	3	-5	0.89	0.96	O=C(CCn1cccn1)Nc1ccc2c(c1)OCCO2	11
27	-3	12	-13	-4	2	0.94	0.89	CNC(=O)CN(Cc1ccccc1)S(=O)(=O)c1ccccc1	6
28	-2	12	-8	24	61*	0.87	0.88	COc1ccc(NC(=O)Nc2cccc([N+](=O)[O-])c2)cc1Cl	13
29	1	6	-3	-1	2	1.1	0.94	COc1ccc(S(=O)(=O)CCc2nnc(NC(=O)c3ccc(F)cc3)s2)cc1	-6
30	-2	-10	0	7	-15	1.4	1.1	Cc1ccccc1NC(=O)CSc1nc2ccc(Nc3nc(N4CCOCC4)nc(N4CCOCC4)n3)cc2s1	-41
31	-3	-1	-3	-4	-7	1	1	O=c1c2ccccc2nc2n1CCO2	-2
32	1	-2	-6	8	-2	0.83	1	Cc1nn(C)c(Cl)c1CN1CCC(CO)(CC2CCCCO2)CC1 (configuration not stated)	17

# Sorted by SMILES length (highest first): 15 of the compounds above.
nr	A3A deaminase	mIAP inh	HKDC1 inhibitor	ATG4B inh	PfG6PD inh	hIAP activ	mIAP activ	structure	hIAP inh
15	-4	11	-12	-5	-21	1.1	0.89	CCOC(=O)c1c(NC(=O)c2ccc(S(=O)(=O)N3CCOCC3)cc2)sc2c1CCN(C(C)C)C2	-10
10	-1	12	-4	-2	16	0.91	0.88	Cn1c(=O)c([N+](=O)[O-])c(N2CCN(Cc3ccc4c(c3)OCO4)CC2)c2ccccc21	9
12	-1	14	0	-8	-1	1	0.86	NS(=O)(=O)c1ccc(CCNC(=O)COC(=O)Cc2ccc([N+](=O)[O-])cc2)cc1	-4
6	1	-1	2	16	-13	1.1	1	Cc1cc(C(=O)CN2C(=O)NC3(CCCc4sccc43)C2=O)c(C)n1-c1ccccc1 (configuration not stated)	-10
13	-3	8	-12	-4	5	1	0.92	COc1ccc(NC(=O)C/C(C)=N/NC(=O)c2ccco2)c([N+](=O)[O-])c1	0
11	-4	6	-5	-3	-6	1.2	0.94	CCCOc1ccc(-c2c(C(=O)N/N=C/C3CC=CCC3)nnn2-c2nonc2N)cc1 (configuration not stated)	-21
22	2	4	-6	-13	-8	0.92	0.96	CCOC(=O)Nc1ccc2c(COC(=O)c3ccccc3O)cc(=O)oc2c1	8
20	2	-7	5	3	-14	0.89	1.1	CC1CN(C(=O)COC(=O)c2cc(=O)c3ccccc3o2)CC(C)O1 (configuration not stated)	11
19	-2	12	-6	10	-13	0.61	0.89	O=C(O)c1ccccc1C(=O)Nc1cc(-c2ccccc2)[nH]n1	39*
32	1	-2	-6	8	-2	0.83	1	Cc1nn(C)c(Cl)c1CN1CCC(CO)(CC2CCCCO2)CC1 (configuration not stated)	17
27	-3	12	-13	-4	2	0.94	0.89	CNC(=O)CN(Cc1ccccc1)S(=O)(=O)c1ccccc1	6
9	-3	5	4	15	5	1.2	0.95	Clc1ccccc1Nc1nc(-c2ccncc2)nc2ccccc12	-20
26	-1	4	-7	3	-5	0.89	0.96	O=C(CCn1cccn1)Nc1ccc2c(c1)OCCO2	11
23	2	-10	-2	-5	-7	1.1	1.1	COc1ccc(/C=C2/NC(=O)CNC2=O)cc1	-9
31	-3	-1	-3	-4	-7	1	1	O=c1c2ccccc2nc2n1CCO2	-2

# (list continues)
nr	A3A deaminase	mIAP inh	HKDC1 inhibitor	ATG4B inh	PfG6PD inh	hIAP activ	mIAP activ	structure	hIAP inh
33	-6	7	0	12	19	0.96	0.93	COc1ccc(C)cc1Nc1n[n+](-c2ccccc2)c(-c2ccc(OC)c(OC)c2OC)s1	4
34	5	-2	-5	-3	-11	1.3	1	CCCCCN(C(=O)CN(C)Cc1ccc(OC)cc1OC)c1c(N)n(CCCC)c(=O)[nH]c1=O	-26
35	-1	12	-10	-2	-25	0.95	0.88	CCN(CC)S(=O)(=O)c1ccc(C(=O)Nc2nnc(-c3ccco3)o2)cc1	5
36	9	5	13	-16	14	0.84	0.95	Cc1cc(C)nc(SCc2nc3nc(C)cc(C)n3c2Br)n1	16
37	3	-5	-7	-2	12	1	1.1	COc1cc(CCC(C)NCc2ccccc2)ccc1O (configuration not stated)	-3
38	-3	3	-7	6	-24	1.8	0.97	CCc1c(C(=O)NNC(=S)NC2CCCCC2)csc1C	-80
39	-2	-12	2	-18	4	1	1.1	CC(C)(C)NC(=O)c1ccc(NC(=O)C2COc3ccccc3O2)cc1 (configuration not stated)	-2
40	-6	10	0	-4	23	1	0.9	COc1cc(NC2c3ncccc3C(=O)N2Cc2ccco2)cc(OC)c1OC (configuration not stated)	-1
41	2	1	3	-3	-26	0.98	0.99	CC(=O)Nc1ccc(C2(c3ccc(NC(C)=O)cc3)NC(=O)c3ccccc32)cc1	2
42	-4	-2	1	-1	-9	1.1	1	COc1ccc2cc(C#N)c(Nc3cccc(F)c3)nc2c1	-13
43	1	-6	2	-8	0	0.97	1.1	COc1ccc(Nc2nc(C)nc3c2oc2ccccc23)c(OC)c1	3
44	-1	0	5	0	12	1.1	1	O=C1C=C(c2cccc(CO)c2)C[C@@H](c2ccc3c(c2)OCO3)C1	-8
45	-4	-4	-1	-30	-11	1	1	CCNC(=O)c1ccccc1CCc1ccccc1	0
46	-5	-4	-3	-9	0	0.95	1	COCCCNc1nc2nonc2nc1N(C)CC1CCCN1C (configuration not stated)	5
47	-2	5	1	-3	79*	0.76	0.95	COc1ccc(NC(=O)c2nc3ccccc3s2)cc1	24
48	-6	-14	-4	-14	8	1	1.1	COCCNC(=S)N(CCc1c(C)[nH]c2ccc(C)cc12)Cc1cc(OC)c(OC)c(OC)c1	0
49	-2	0	-1	-13	2	0.91	1	S=C(Nc1ccccc1)N(CCN1CCOCC1)Cc1cccc(Cl)c1	9
50	-2	1	-9	7	-8	1	0.99	O=C(CSc1cccc[n+]1[O-])CSc1cccc[n+]1[O-]	-1
51	-3	-2	-5	-1	16	1	1	CCOc1cc(C(=O)N(CC)CC(=O)Nc2c(F)cccc2F)ccc1OCC(=O)N1CCCCC1	-2
52	-1	10	9	7	-8	0.97	0.9	Fc1ccc(-c2csc(N3CCSCC3)n2)cc1	3
53	0	1	3	5	42	0.96	0.99	COc1ccc(-n2cc(-c3ccccc3)[nH]c2=S)c(OC)c1	4
54	-3	-16	-2	5	-5	1.3	1.2	COc1ccc(OC)c(N(CC(=O)Nc2cccnc2)S(C)(=O)=O)c1	-27
55	-1	3	-3	0	-10	1.1	0.97	O=C(O)COCCN1CCN(C(c2ccccc2)c2ccc(Cl)cc2)CC1 (configuration not stated)	-6
56	22	4	-11	-2	-2	0.97	0.96	Cc1nnc(NC(=O)c2cccc(S(=O)(=O)N3CCN(C)CC3)c2)s1	3
57	-3	8	-6	-5	-3	1	0.92	O=C(O)/C=C/c1cnc2ccccc2n1	0
58	-3	-9	-2	-6	4	1.2	1.1	CCOC(=O)C1(CCOC)CCN(C2C3CC4CC(C3)CC2C4)CC1 (configuration not stated)	-21
59	-1	-2	4	5	-6	1.1	1	CCN(CC(=O)NCc1cccs1)CC(=O)Nc1ccc(C(N)=O)cc1	-8
60	-6	0	3	-12	-3	0.98	1	Cc1c(Cl)cccc1NC(=O)CNC(=O)C1CC(=O)N(CCc2ccccc2)C1 (configuration not stated)	2
61	7	-3	0	-5	-5	0.98	1	CCC(C)c1ccc(NS(=O)(=O)c2c(C)[nH]c(=O)[nH]c2=O)cc1 (configuration not stated)	2
62	-1	-1	-8	0	-3	0.86	1	COc1ccc(N(CC(=O)NCc2ccc3c(c2)OCO3)S(=O)(=O)c2c(C)nn(C)c2C)cc1	14
63	-1	5	-8	11	-6	0.96	0.95	CC(=O)c1cn(Cc2ccccc2)c(=O)[nH]c1=O	4
64	-3	26	4	7	-11	0.98	0.73	COC(=O)c1sc2ccccc2c1NC(=O)c1ccc(S(=O)(=O)N2CC(C)CC(C)C2)cc1 (configuration not stated)	2
65	-9	-5	-2	-7	12	0.96	1	CCOc1ccc(NC(=O)NC2CCOC(C)(C)C2)cc1 (configuration not stated)	4

# Rows were taken by chance; any-hit rate near 2.4%.
